a7 integrin act = activates integrin-mediated alleviation for muscular dystrophy; actives 0.064% (n = 350,000); alpha7betagal myoblasts, beta-gal FDG fluorescence, 48 h; Potency, µM (highest dose often 38.3 µM), for the others: top-dose activation, usual class: activators;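 note: potency is the fitted concentration of half-maximal effect; 100% = response of the positive control SU9516; nearly all actives have a fitted effect of over 60% in size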
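alpha7betagal+/- myoblasts (passage 13, 250/well) treated 48 h at 37C with compounds at 1:260 dilution of DMSO stock. Lysed, then beta-galactosidase activity read as FDG fluorescence (ex 480/em 540) after 30 min, with pre-read for autofluorescence.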
TSHR antagonist = antagonists of human thyroid stimulating hormone receptor; P16473; TSHR-expressing cells, TSH-stimulated cAMP HTRF, 2 h; hits give low values; activity change, negative = inhibition, % at 11.5 µM; actives 0.2% (n = 330,000);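 active = activity change below a set negative limit, meaning inhibition stronger than a set level, cut at about -70% in these data; inconclusive = activity change between two set negative limits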; note: % is set by controls: 0 for no effect and ±100 for the full control effect
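Inhibition of cAMP made by TSHR-expressing cells under TSH stimulation (4nM final, EC80; 2 h, 37 deg C) is quantified with a one-step lysis HTRF kit, anti-cAMP cryptate versus cAMP-d2.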
TCR activator = activators of T cell receptors; 330,000 tested, under 10 active; Potency, µM (series often up to 9.22 µM), for inactives: top-dose activation of IL-2 secretion, usual class: activators; primary human leukocytes, anti-CD3, IL-2 HTRF, 48 h; note: % of control where 0% means no effect
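TCR engagement came from a-CD3 beads alone, with compounds added to primary human leukocytes for 48 hr. Secreted IL-2 bridged europium cryptate- and d2-labelled anti-IL-2 antibodies, giving FRET emission at 665nm after 320nm excitation.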
Chronic BCR inh = inhibitors of chronic active B-cell receptor signaling | ABC-DLBCL IkBa-CBG/CBR reporter, luminescence ratio, 4 h | actives 0.05% (n = 340,000) | Potency, µM (series often up to 46.1 µM), for inactives: top-dose ratio change, negative = lower green/red ratio, hits mostly inhibitors; active = well fitted inhibition curve with a large enough effect in the signal ratio, with a control signal flat, not every such curve was filed as active; inconclusive = small, poorly fitted or top-dose-only effect, or effect the other way, or a change in a side signal; the % refers to the signal ratio;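 note: potency is the fitted concentration of half-maximal effect; plate controls were basal doxycycline-induced cells for no effect and cells given 10 µM MG132 for full effect; MG132 reads +100%, hits lower the ratio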
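Compounds up to 46 uM were incubated four hours with TMD8 cells whose green CBG68 luciferase is fused to IkappaBalpha; red CBR luminescence normalised the signal, and concentration-effect curves were fitted to fusion, red and ratio data.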
Eya2 inh = Eya2 (human) phosphatase inhibition; actives 0.006% (n = 330,000); recombinant Eya2, OMFP fluorescence dephosphorylation (OMFP is methylfluorescein phosphate); Potency, µM (top dose mostly 76.9 µM), without a hit: at the highest dose activity, negative = inhibition, actives largely listed as inhibitors; note: potency is the fitted concentration of half-maximal effect; % is set by controls: 0 for no effect and ±100 for the full control effect
Target sequence (O00167 whole entry, looked up): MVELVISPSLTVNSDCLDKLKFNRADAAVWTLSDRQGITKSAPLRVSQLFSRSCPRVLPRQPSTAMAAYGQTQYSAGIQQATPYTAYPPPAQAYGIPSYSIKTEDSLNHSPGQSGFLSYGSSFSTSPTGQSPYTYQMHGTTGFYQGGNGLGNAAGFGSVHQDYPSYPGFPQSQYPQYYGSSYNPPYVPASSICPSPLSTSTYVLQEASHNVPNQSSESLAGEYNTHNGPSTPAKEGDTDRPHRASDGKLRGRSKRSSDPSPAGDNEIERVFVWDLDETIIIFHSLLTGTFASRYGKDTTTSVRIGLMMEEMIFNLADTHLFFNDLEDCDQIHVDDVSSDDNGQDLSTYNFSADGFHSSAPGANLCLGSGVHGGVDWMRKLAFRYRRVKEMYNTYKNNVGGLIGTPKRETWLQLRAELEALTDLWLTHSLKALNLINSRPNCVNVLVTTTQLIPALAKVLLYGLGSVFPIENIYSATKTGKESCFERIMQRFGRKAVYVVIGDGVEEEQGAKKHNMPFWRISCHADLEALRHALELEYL
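Eya2 protein (added as 0.2 uM solution) was preincubated with compound for 10 min at ambient temperature in 50 mM HEPES pH 7.5, 50 mM NaCl, 5 uM MgCl2, 0.05% BSA, 1 mM DTT. OMFP (added at 50 uM) then reacted 10 min; fluorescence read at 485/525 nm.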
Mito fusion act = blocks mitochondrial division or promotes mitochondrial fusion. Potency, µM (titrated, usually from 46.1 µM), inactives show top-dose growth rescue (activation), hits mostly activators. AID 485298. actives 0.23% (n = 320,000). S. cerevisiae fusion-defective mutant growth rescue, CellTiterGlo 48 h;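 note: potency is the fitted concentration of half-maximal effect; % of control where 0% means no effect; nearly all actives have a fitted effect of over 45% in size; temperature-sensitive fusion mutants such as fzo1-1 at 37 °C on non-fermentable ethanol glycerol medium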
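Temperature-sensitive fusion-defective S. cerevisiae (e.g. fzo1-1, mgm1-5) were grown with compound in YPEG medium (3% ethanol, 3% glycerol) for 48 hours at 37C. Growth rescue was measured as viability by CellTiterGlo luminescence after 10 minutes at ambient.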
ELG1 DNA repair = blocks ELG1-dependent DNA repair in HEK293T cells | HEK293T ELG1-luciferase reporter, luminescence, 16 h; DNA damage induced by 5-fluorouridine | Potency, µM (series often up to 46.1 µM), for the others: at the highest dose activity change, negative = inhibition, most hits filed as inhibitors | actives 2.3% (n = 330,000) | AID 504467; note: potency is the fitted concentration of half-maximal effect; % is set by controls: 0 for no effect and ±100 for the full control effect; nearly all actives have a fitted effect of over 55% in size
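DMSO vehicle served as the neutral condition. Each well held 2,000 cells given 5-fluorouridine plus compound; after 16 hr at 37 °C/5% CO2, ONE-Glo was added and luciferase measured 30 min later.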
AT treatment = potential ataxia-telangiectasia treatment; […] A-T fibroblasts, KAP-1 phosphorylation AlphaLISA; neocarzinostatin DNA damage 30 min before lysis; Potency, µM (highest dose often 57.5 µM), without a hit: at the highest dose activation, most hits filed as activators; actives 0.19% (n = 320,000); note: potency is the fitted concentration of half-maximal effect; % of control where 0% means no effect; nearly all actives have a fitted effect of over 45% in size
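hTERT-immortalized A-T patient fibroblasts ([…]), 500 cells/well in OPTI-MEM, 1% FBS, got compounds for 60 min, then NCS for 30 min at 37C. Lysates were then assayed for phospho-KAP-1 by AlphaLISA (anti-pKAP1 donor, anti-KAP1 acceptor beads), 6 hr at 25C.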
Tb PFK block = T. brucei PFK enzyme inhibition. O15648. T. brucei PFK, ADP-Glo luminescence. Potency, µM (titrated, usually from 57.5 µM), for the others: at the top dose activity, negative = inhibition, most hits filed as inhibitors. actives 0.17% (n = 330,000);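 note: potency is the fitted concentration of half-maximal effect; 0% = uninhibited 1x PFK enzyme wells and -100% = no-enzyme wells; nearly all actives have a fitted effect of over 60% in size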
Target sequence (O15648 whole entry, looked up): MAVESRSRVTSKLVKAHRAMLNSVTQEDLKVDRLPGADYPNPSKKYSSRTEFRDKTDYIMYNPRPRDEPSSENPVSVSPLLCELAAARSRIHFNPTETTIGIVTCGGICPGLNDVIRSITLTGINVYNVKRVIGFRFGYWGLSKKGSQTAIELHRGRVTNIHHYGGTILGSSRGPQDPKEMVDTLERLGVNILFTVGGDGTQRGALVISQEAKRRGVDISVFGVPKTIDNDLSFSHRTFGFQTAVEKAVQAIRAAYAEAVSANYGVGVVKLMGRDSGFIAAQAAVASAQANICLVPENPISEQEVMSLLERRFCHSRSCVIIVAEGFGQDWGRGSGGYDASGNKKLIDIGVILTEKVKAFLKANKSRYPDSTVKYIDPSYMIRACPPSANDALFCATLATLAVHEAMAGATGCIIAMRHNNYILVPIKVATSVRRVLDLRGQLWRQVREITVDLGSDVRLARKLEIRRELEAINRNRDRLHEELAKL
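Activity is normalized to no-enzyme wells (full inhibition) and 1.25 nM enzyme wells (no inhibition). Reaction: 0.5 mM F6P, 0.1 mM ATP, 45 min RT, ADP-Glo luminescence; concentration-response curves fitted and classed by quality.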
ASM inhibitor = inhibitors of human secretory acid sphingomyelinase | actives 0.006% (n = 340,000) | AID 504937 | P17405 | placental ASM, HMU-PC fluorogenic substrate, 60 min | Potency, µM (top dose mostly 57.5 µM), without a hit: top-dose activity change, negative = inhibition, most hits filed as inhibitors; note: potency is the fitted concentration of half-maximal effect
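Human placenta-derived ASM preincubated with compound 10 min at room temperature, then reacted with 9 uM (final) fluorogenic HMU-PC substrate for 60 min at 37 C. Stop solution raises pH to 10; fluorescence read at Ex 386/Em 447 nm.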
TSG101-PTAP inh = blocks PTAP/TSG101 interaction to inhibit HIV-1 budding; Q99816; Fluorescence polarization, FITC-PTAP peptide / Tsg101 binding; Potency, µM (doses to about 115 µM), without a hit: at the highest dose activity change, negative = inhibition, usual class: inhibitors; 340,000 tested, under 10 active; AID 493005; active = well fitted inhibition curve with a large enough effect in the main read-out, with a control signal flat, not every such curve was filed as active; inconclusive = small, poorly fitted or top-dose-only effect, or effect the other way, or a change in a side signal; inactive = no such curve, though single readings can be large or run the other way; note: potency is the fitted concentration of half-maximal effect; % of control where 0% means no effect
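Compounds were pin-transferred onto Tsg101 binding domain (10 uM final) in HEPES pH 7.5 buffer, then FITC-PTAP peptide was added at 50 nM final. After 20 min at RT, polarization reported peptide displacement across a qHTS concentration series.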
* marks the source's active call; other numbers are inactive results; ? = inconclusive; nt = not tested or not shown; [ ] = remark or other dose. Unless noted, calls come from the whole dose curve; as a rule, active = well fitted curve in the direction sought with a large enough effect; inconclusive = small, poorly fitted or top-dose-only effect, or another doubt; inactive = no such curve, though single readings can be large; an effect the other way counts as inactive or inconclusive. An unsorted share of the library; 3.2% or so of the library scored in one or more.

Results follow in this order: a7 integrin act	TSHR antagonist	TCR activator	Chronic BCR inh	Eya2 inh	Mito fusion act	ELG1 DNA repair	AT treatment	Tb PFK block	ASM inhibitor	TSG101-PTAP inh
#1 COc1cc(NC(=O)c2cc(-c3cccc(O)c3)on2)cc(OC)c1OC
    -21%	-18	-4%	?	-4%	-3%	?	14%	1%	4%	-2%
#2 COC(=O)C1=NN[C@H](C(=O)OC)[C@H]1c1ccccc1
    3%	-4	3%[46.1 µM]	6%	2%	-5%	-5%	6%	-4%	-1%	0%
#3 Cc1n[nH]c(=S)n1/N=C/c1ccc(OCc2ccc(Cl)cc2Cl)cc1
    -14%	-23	-1%[46.1 µM]	?	1%	-2%	?	11%	0%	nt	-3%
#4 O=S(=O)(NCCc1nnc2ccc(SCc3cccnc3)nn12)c1ccccc1
    ?	1	-4%	-8%	-2%	4%	-8%	-3%	-2%	4%	-7%
#5 CC(C)CC(NC(=O)/C(=C/c1ccco1)NC(=O)c1ccc(Br)o1)C(=O)O (configuration not stated)
    9%	6	3%	-1%	6%	-1%	0%	-9%	5%	-1%	-5%
#6 Cc1ncc([N+](=O)[O-])n1CCOC(=O)NC(NCc1ccccc1)C(Cl)(Cl)Cl (configuration not stated)
    -11%	10	-3%	?	-3%	5%	-6%	3%	0%	-2%	-3%
#7 CN(Cc1ccn[nH]1)C(=O)C1CCC(=O)N(Cc2cccc(C(F)(F)F)c2)C1 (configuration not stated)
    32%	-1	4%	4%	3%	0%	0%	2%	-5%	-1%	-1%
#8 Cc1sc2nc(SCC(=O)NCc3ccco3)n(Cc3ccccc3)c(=O)c2c1C
    -37%	16	-6%	?	0%	0%	6%	-2%	-4%	2%	-1%
#9 COc1ccc(CNC(=O)c2nn(-c3ccccc3)cc2OC)cc1
    9%	-1	-9%	0%	?	?	-9%	-3%	-1%	4%	-4%
#10 C=CCOc1c(Cl)cc(C(=S)N2CCCC2)cc1OCC
    -31%[inhibitor]	5	nt	?	-8%	-6%	11%	6%	2%	-1%	-5%
#11 COC(=O)c1cc(C(=O)Nc2cc(C)on2)cc([N+](=O)[O-])c1
    -6%	17	nt	4%	-23%	4%	5%	0%	6%	0%	2%
#12 Cn1cc(-c2nnc(-c3ccccc3)o2)c2ccccc21
    8%	16	7%	?	-13%	1%	?	4%	0%	6%	1%
#13 N#CCN1C(=S)N=C(Nc2cccc(Cl)c2)C12CCCCC2
    5%	21	-1%	?	-12%	-4%	9%	-6%	1%	-1%	-2%
#14 CC1CCCN(C(=O)c2ccc3c(=O)n(Cc4ccc5c(c4)OCO5)c(=S)[nH]c3c2)C1 (configuration not stated)
    12%	-26	10%	7%	0%	1%	?	6%	0%	-7%	-3%
#15 COc1cccc(/C=C/C(=O)Nc2cc(S(=O)(=O)N3CCOCC3)ccc2OC)c1
    2%	-7	2%	?	-3%	6%	20%	9%	1%	-11%	-1%
#16 CC(=O)N1CCc2cc(S(=O)(=O)NC(Cc3ccccc3)C(=O)NC3CCCCCC3)ccc21 (configuration not stated)
    10%	8	-6%	9%	-19%	2%	-14%	1%	1%	2%	-4%
#17 O=C(CSc1nnc(-c2cnccn2)n1Cc1ccco1)c1ccc(Cl)cc1
    -30%[7.66 µM]	3	-4%	0%	21%	9%	2%	1%	7%	-1%	-4%
#18 CC(=O)OC(C(=O)NC1CCCCC1)c1ccc(Cl)cc1 (configuration not stated)
    -11%	-4	1%	0%	18%	3%	5%	2%	-8%	-2%	-8%
#19 CC(Oc1ccc(Cl)cc1Cl)C(=O)NC(=S)N1CCc2ccccc21 (configuration not stated)
    -7%	-10	-5%[46.1 µM]	-10%	0%	6%	4%	-3%	1%	-8%	-1%
#20 O=C(Nc1cc(S(=O)(=O)N2CCOCC2)ccc1N1CCOCC1)c1ccc([N+](=O)[O-])s1
    -15%	6	-3%	2%	-13%	nt	21µM*	-7%	?	-1%	-2%
#21 N#Cc1c(N)[nH]c(=S)c(C#N)c1-c1ccccc1
    -36%	-5	-2%	-3%	25%	10%	0%	6%	-5%	8%	-4%
#22 COc1ccc(CCNC(=O)CSc2nnnn2C)cc1OC
    2%	4	0%	?	12%	-1%	-12%	-3%	-1%	-7%	1%
#23 CCOC(=O)c1sc(=NC(=O)c2ccc(S(=O)(=O)N3CC(C)OC(C)C3)cc2)n(C)c1C (configuration not stated)
    8%	22	nt	2%	11%	-1%	3%	2%	-1%	38%	0%
#24 CN1CCc2c(sc(NC(=O)c3ccc(C(=O)c4ccccc4)cc3)c2C(N)=O)C1
    -1%	-5	0%	0%	3%	3%	-1%	7%	2%	-5%	-4%
#25 COc1cc2nc(N(CCN(C)C)C(=O)c3ccc4ccccc4c3)sc2cc1OC
    31%	5	8%	1%	-8%	0%	4%	1%	4%	-2%	-8%
#26 CNC(=O)CSc1nnc(-c2ccccn2)n1Cc1ccco1
    -2%	-6	1%	-8%	-2%	4%	5%	-2%	4%	4%	-4%
#27 Cc1nc2ccccc2nc1SCC(=O)N1CCC(C)CC1
    -34%	2	-3%	11%	-8%	5%	-12%	-9%	1%	0%	0%
#28 O=C(O)c1ccc2c(c1)-c1nc3ccccc3n1C2=O
    4%	13	-6%	-23%	10%	-1%	18%	nt	6%	3%	-1%
#29 Cc1ccc(NC(=O)c2cc(S(=O)(=O)N3CCc4ccccc43)cn2C)cc1C
    -2%	-34	3%	?	5%	0%	-10%	6%	6%	-6%	-2%
#30 CN(C)c1ccc(C(C(=O)NCc2ccccc2)N(Cc2ccco2)C(=O)c2snc(C(N)=O)c2N)cc1 (configuration not stated)
    29%	-5	2%	5%	0%	?	?	-4%	1%	7%	-7%
#31 COCCNC(=S)NNc1cccc(C(=O)O)c1
    ?	1	2%	?	9%	5%	?	2%	1%	1%	-3%
#32 CCCn1c(CCc2ccccc2)n[nH]c1=S
    -48%[inhibitor]	-6	nt	1%	2%	-2%	11%	-4%[11.5 µM]	0%	3%	2%
#33 O=C(NC1CC(=O)N(c2ccc(Cl)cc2)C1)C1CC1 (configuration not stated)
    14%	-6	-1%	22%	5%	-2%	14%	6%	0%	-2%	0%
#34 CCC(C)NC(=O)N[C@@H](CCSC)C(=O)O (some centres not stated)
    12%	-6	nt	1%	-10%	0%	0%	-3%	0%	1%	-2%
#35 CC1(C)CC(N=c2cc(-c3ccccc3)oc3ccc(Cl)cc23)CC(C)(C)N1
    -60%[inhibitor]	2	-14%	?	-5%	9%	?	-6%	2%	-2%	2%
#36 CCOc1ccccc1C(=O)OC(C)C(=O)Nc1ccc(S(=O)(=O)N2CCCC2)cc1 (configuration not stated)
    17%	-3	-4%	-8%	3%	2%	-25%	1%	-4%	-3%	-1%
#37 O=c1[nH]c(CSc2ccccn2)nc2c1oc1ccccc12
    19%	1	8%	4%	-8%	2%	?	-2%	3%	-3%	1%
#38 CC(C)Cc1nc(SCc2cccnc2)c2c(=O)n(C)c(=O)n(C)c2n1
    18%	-26	-1%	?	8%	-4%	?	4%	0%	-5%	-11%
#39 COc1ccc(C(=O)/C=C/Nc2c(C)n(C)n(-c3ccccc3)c2=O)cc1OC
    -6%	-5	12%	?	-8%	-2%	?	-4%	-5%	-9%	-1%

High-throughput results from PubChem.
